S1P3 antag = blocks the human S1P3 receptor. 170,000 tested, 0.27% active. CHO S1P3 NFAT-BLA reporter, FRET fluorescence, antagonist mode. Q99500. inhibition, % at 4.98 µM;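 active = inhibition above the plate cutoff, the mean inhibition of test wells on that plate plus 3 SD, cut at about 28% in these data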;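 note: cells challenged with S1P at its EC80 of 0.8 µM; blue over green emission ratio from cleaved BLA substrate after 4 h stimulation; 0% = S1P-stimulated wells and 100% = unstimulated DMSO-only wells; some compounds past the cut are filed as inactive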
Target sequence (Q99500 whole entry, looked up): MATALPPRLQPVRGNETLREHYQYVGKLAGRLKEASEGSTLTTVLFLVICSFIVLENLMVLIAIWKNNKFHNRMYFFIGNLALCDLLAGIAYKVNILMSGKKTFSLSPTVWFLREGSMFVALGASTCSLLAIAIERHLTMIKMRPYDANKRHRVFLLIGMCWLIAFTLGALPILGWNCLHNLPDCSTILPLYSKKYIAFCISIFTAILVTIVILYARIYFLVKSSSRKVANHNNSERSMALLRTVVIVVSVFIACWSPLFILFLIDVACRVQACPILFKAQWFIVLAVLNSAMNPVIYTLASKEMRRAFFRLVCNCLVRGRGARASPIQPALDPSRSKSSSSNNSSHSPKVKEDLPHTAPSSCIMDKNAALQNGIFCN
Redox H2O2 prof = compounds producing H2O2 with reducing agent – biochemical, NIH compound library profiling, artefact control for MLSCN library redox annotation, primary screen. DTT-dependent redox cycling H2O2, phenol red/HRP absorbance; 100% = 100 µM peroxide control, 0% = buffer. activation, % at 10 µM. 200,000 tested, 0.03% active;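 active = activation of at least 50% relative to the plate's high and low controls in the primary single-dose screen; inactive = activation below 50%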;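 note: compound incubated with DTT at 0.8 mM final as the reducing agent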
G6PDH CS = L. mesenteroides G6PDH inhibition counter-screen; Purified L. mesenteroides G6PDH, diaphorase/resazurin coupled fluorescence, 45 min; inhibition, % at 5 µM; 200,000 tested, 0.12% active
PMI act satM6P = increases human PMI activity with near-saturating mannose 6-phosphate | P34949 | coupled PMI enzyme assay, resazurin fluorescence, 20 min; hits give high values; 1 = untreated enzyme, 0 = substrate-free blank | activation factor at 20 µM | 190,000 tested, 0.34% active | AID 1216;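 active = activation factor of 2 or more at 20 µM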
Target sequence (P34949 whole entry, looked up): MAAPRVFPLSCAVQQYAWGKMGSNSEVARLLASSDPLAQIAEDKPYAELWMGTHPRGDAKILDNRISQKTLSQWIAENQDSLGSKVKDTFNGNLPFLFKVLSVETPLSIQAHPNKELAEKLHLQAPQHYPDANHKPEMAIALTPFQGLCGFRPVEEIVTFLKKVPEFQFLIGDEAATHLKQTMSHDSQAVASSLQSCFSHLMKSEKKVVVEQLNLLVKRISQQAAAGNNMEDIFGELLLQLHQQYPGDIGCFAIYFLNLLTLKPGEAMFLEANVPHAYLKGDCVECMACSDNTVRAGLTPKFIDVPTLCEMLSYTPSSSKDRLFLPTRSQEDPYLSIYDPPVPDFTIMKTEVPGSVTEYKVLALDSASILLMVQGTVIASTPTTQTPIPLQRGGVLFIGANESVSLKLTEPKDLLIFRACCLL
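assay system = human phosphomannose isomerase with PGI, G6PDH, diaphorase coupling enzymes | quantity = 15 ng/mL PMI | incubation = enzyme reaction with compound 20 min at room temperature | medium = HEPES pH 7.4 buffer with MgCl2 and Tween-20 | compound dosing = one concentration, 20 µM, in 1% DMSO | measured by = Diaphorase-driven resazurin-to-resorufin fluorescence, excitation 544, emission 590 nm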
Diaphorase inh = inhibits diaphorase or chemically oxidizes, flagging diaphorase assay artifacts | diaphorase resazurin-to-resorufin fluorescence, NADH, 16 min; bacterial (C. kluyveri) enzyme, not human | inhibition, % at 20 µM | 190,000 tested, 0.69% active;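 active = primary screen inhibition at 20 µM above a set limit, cut at about 50% in these data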;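 note: plate controls were DMSO with full reaction for no effect and wells lacking NADH for full effect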
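Detection: fluorescence of resorufin formed from resazurin, Ex 544/Em 590 nm; test system: Clostridium kluyveri diaphorase enzyme; amount: 0.14 U/mL diaphorase, enzyme working solution; times: 16-min room-temperature incubation before reading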
RAM inhibit = yeast RAM network inhibition; S. cerevisiae dse1pr::URA3 reporter, 5-FOA growth OD615, 2 d; analog-sensitive cbk1-as2 kinase mutant strain; 190,000 tested, 1.8% active; inhibition, % at 50 µM;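 active = inhibition above a set limit, 3 SD over mean compound inhibition, cut at about 8.4% in these data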;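 note: 0% = DMSO-only wells with no growth and 100% = 10 µM 1-NA-PP1 full growth; inhibition rescues growth on 5-FOA so higher OD means more RAM inhibition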
Diaph act CS = counter-screen for diaphorase-based assays: diaphorase activators and chemical reducers; Diaphorase/resazurin coupled assay, resorufin fluorescence, 16 min; hits give high values; 1 = vehicle wells, 0 = NADH-free wells; activation factor at 20 µM; 190,000 tested, 0.005% active; AID 1229;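 active = diaphorase activity raised at least twofold by the compound at 20 µM; inactive = activation factor below 2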
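Material: bacterial diaphorase enzyme (C. kluyveri); amount: enzyme 0.07 U/mL final; reagent: NADH substrate 0.114 mM plus resazurin dye 0.1 mM, final; doses: single compound dose of 20 µM, 1% DMSO final; timing: 16 min enzyme reaction, ambient temperature; measured by: fluorescence of resorufin, 544 nm excitation, 590 nm emission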
PMI act = activators of human phosphomannose isomerase; 190,000 tested, 0.005% active; P34949; purified human PMI, coupled resazurin fluorescence, 20 min; hits give high values; 1 = vehicle control, 0 substrate-free wells; AID 1214; activation factor at 20 µM;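 active = activation factor of 2 or more at 20 µM, relative to plate controls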
Lmaj promast = reduces viability of Leishmania major promastigotes | inhibition, % at 10 µM | 200,000 tested, 9% active | resazurin fluorescence viability;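 note: promastigotes grown with compound for 44 hours at 28 °C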
TLR4-MyD88 BLA = TLR4-MyD88 interaction inhibition in cells; O00206+Q99836; HeLa CL3-4 TLR4/MyD88 BLA complementation, FRET ratio; inhibition, % at 8.4 µM; 200,000 tested, 0.18% active; in the data active = inhibition above about 25%;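 note: 0% = vehicle and 100% = reference inhibitor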
Hsp70 activator = switches on Hsp70 transcription | HeLa Hsp70 promoter luciferase reporter, luminescence; scaled: vehicle 0, proteasome-inhibitor control 100% | AID 1203 | 200,000 tested, 0.04% active | activation, % at 10 µM;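 active = activation above the mean across all tested compounds plus 3 SD, cutoff set per campaign, cut at about 5.5% in these data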;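 note: 100% = MG132 at 30 µM as the positive control and 0% = DMSO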
Numbers without * were called inactive; nt = no result given. Cut-off read from the data, not from the text of the source, unless noted: active = inhibition above about 50%; inactive = the rest.

SMILES	S1P3 antag	Redox H2O2 prof	G6PDH CS	PMI act satM6P	Diaphorase inh	RAM inhibit	Diaph act CS	PMI act	Lmaj promast	TLR4-MyD88 BLA	Hsp70 activator
COc1ccc(NS(=O)(=O)c2cc(NC(=O)c3ccco3)ccc2N2CCCCC2)cc1	19	-0.3	18	0.9	23	2.4	0.8	0.9	29	-3	-0.3
COc1ccc(S(=O)(=O)N(C)CC(=O)N2CCCCCC2)cc1OC	-2	0.7	5	0.9	14	0.3	0.9	0.8	-4	15	-0.2
CCNc1nc(NCC)n2c(SCC(=O)Nc3ccccc3)nnc2n1	-16	0.4	2	1.1	6	0.8	0.9	1	5	1	0.3
Cc1cc2cc(CNS(=O)(=O)c3ccccc3)ccc2n1C	-19	4.1	12	1.4	22	0.8	0.8	1.3	-3	-8	0.1
O=C1c2ccccc2C(Nc2ccccc2F)N1c1cccnc1 (stereo unspecified)	-7	-1.1	6	1	14	-0.1	0.9	1	-2	2	-0.5
COc1cccc(C(=O)NCC(c2cccnc2)N2CCN(c3ccccc3OC)CC2)c1 (stereo unspecified)	-62	-0.1	nt	nt	nt	0.0	nt	nt	88*	7	-0.2
S=C(c1ccc(-c2ccc(Cl)cc2)o1)N1CCCCC1	nt	1.7	-20	0.9	23	5.6	0.8	0.9	7	2	0.1
CCCOc1ccc(OCCNC2CCCC2)cc1	nt	-4.4	10	0.9	11	-0.3	0.9	0.9	94*	0	-0.1
CC(C)(C)C(=O)Nc1ccc(C(=O)N/N=C/C2CC3C=CC2C3)cc1 (stereo unspecified)	6	0.0	10	1.2	-11	0.9	1.1	1.3	-5	-6	0.3
Cc1ccc(Cn2nnc3c(=O)[nH]c(C4CCN(C(=O)c5cccs5)CC4)nc32)cc1	-7	2.6	7	0.9	9	2.4	0.9	0.9	4	-8	-0.4
CCCC1CCc2c(sc(NC(=O)OCC)c2C#N)C1 (stereo unspecified)	nt	1.1	4	1	10	2.4	0.9	1	-3	4	0.5
O=C(Cn1c(=O)oc2cc(S(=O)(=O)N3CCCCC3)ccc21)N1CCc2ccccc21	nt	-0.5	1	1.1	2	3.8	1	1.1	6	-8	0.1
O=C(C1CCC(CNS(=O)(=O)c2ccc(F)cc2)CC1)N1CCOCC1 (stereo unspecified)	-11	-1.6	4	1	8	0.9	0.9	1	-2	3	0.2
COc1ccc(N2CCN(C(=O)C3CCCN(S(=O)(=O)c4cccc5cccnc45)C3)CC2)cc1 (stereo unspecified)	-1	-1.2	8	0.9	-3	0.7	1	1.1	14	16	-0.2
Cc1ccc(S(=O)(=O)N(Cc2ccccc2)c2ccccc2C(=O)NCc2cccnc2)cc1	7	-0.2	-2	1	4	0.8	1	0.9	64*	5	-0.4
O=C1CCN2C=Nc3cccc4ccc1c2c34	27	-4.0	48	0.3	77*	0.9	0.2	0.2	1	11	-0.1
O=C(O)CSc1ncn[nH]1	11	-0.4	-7	1	4	1.2	1	1	8	-12	-0.1
CC(C)CC(NC(=O)c1ccccc1)C(=O)N/N=C/c1ccco1 (stereo unspecified)	-6	-0.5	0	1	10	1.8	0.9	1.1	-4	-11	-0.3
O=C(NCCc1c[nH]c2ccccc12)c1cccc(S(=O)(=O)Nc2ccccc2Cl)c1	-6	0.1	-12	0.9	15	4.2	0.9	0.8	23	2	-0.3
O=C(NC1CC1)C1C2C3C4CC5C3C5C4C12 (stereo unspecified)	-23	0.0	-2	0.9	14	0.4	0.9	1	-3	-6	0.0
CCOC(=O)CNC(=S)N(Cc1ccccc1)Cc1cccs1	2	0.1	4	0.9	14	-0.4	0.9	0.9	7	-1	-0.1
Cc1ccccc1Cn1c(CN2CCc3ccccc3C2)nc2c1c(=O)n(C)c(=O)n2C	-22	0.4	2	1	19	0.2	0.8	1.1	81*	-2	-0.2
NC(=O)C1CCN(C(=O)c2ccc3c(=O)n(Cc4ccco4)c(SCC(=O)c4ccc(F)cc4)nc3c2)CC1	9	0.5	7	0.9	19	5.7	0.8	0.9	-5	-6	-0.3
OCCNCCNCc1ccc(-c2ccccc2)cc1	-4	0.1	10	1.3	-29	-0.2	1.3	1.3	100*	2	-0.1
O=C(CCn1cnc2ccccc21)N/N=C/c1ccccc1O	1	-0.2	5	1.2	10	3.4	0.9	1.1	1	-8	-0.4
(continued)
SMILES	S1P3 antag	Redox H2O2 prof	G6PDH CS	PMI act satM6P	Diaphorase inh	RAM inhibit	Diaph act CS	PMI act	Lmaj promast	TLR4-MyD88 BLA	Hsp70 activator
CSCCC(NC(=O)COc1ccccc1)C(=O)N1CCN(c2ccccc2F)CC1 (stereo unspecified)	12	1.9	7	1	22	-0.6	0.8	1	1	1	0.1
CCOC(=O)N=Nc1c(O)n(CC)c2ccccc12	-16	-0.2	4	0.8	14	1.1	0.9	0.9	-6	0	-0.1
COC(=O)CC(=O)CSc1nc(C)cc(C)c1C#N	-12	0.9	4	1	13	0.0	0.9	0.9	-1	2	-0.4
Cc1cn(C2OC(COC(=O)c3ccccc3)C(O)C2O)c(=O)[nH]c1=O (stereo unspecified)	11	1.9	-12	1	14	2.3	0.9	1	2	-9	0.0
CCOC(=O)C(NCCCCl)c1ccccc1 (stereo unspecified)	nt	0.0	9	1.4	5	0.9	1	1.2	1	0	-0.1
CC(C)(C)n1nnnc1C(c1ccc(Cl)cc1)N1CCCc2ccccc21 (stereo unspecified)	nt	-3.8	-10	0.9	12	3.4	0.9	0.9	7	10	-0.1
Cc1c(NC(=O)C2CCCN2C(=O)c2cccs2)c(=O)n(-c2ccccc2)n1C (stereo unspecified)	-7	1.4	nt	nt	nt	1.2	nt	nt	-1	-11	-0.2
O=c1[nH]c2ccccc2nc1CCc1ccccc1	-15	-0.3	1	0.9	6	3.8	0.9	1	-3	2	0.1
COc1cc(C(=O)N/C(=C\c2cn(C)c3ccccc23)C(=O)NCCCO)cc(OC)c1OC	-3	-0.9	2	0.9	4	1.7	1	0.9	-1	-12	-0.2
COC(=O)C(C(=O)OC)c1ncc(C(F)(F)F)cc1Cl	-4	-1.4	1	0.8	19	2.0	0.8	1	-10	9	-0.4
Cc1ccc(NS(=O)(=O)c2ccc(Cl)c(C(=O)Nc3ccccc3-c3nc4ccccc4[nH]3)c2)cc1C	2	0.3	4	1	24	3.5	0.8	1	25	-6	-0.2
O=C(Oc1c(Cl)cc(Cl)c2cccnc12)N1CCOCC1	23	5.9	-2	1	6	1.3	0.9	1	0	0	-0.4
CCNc1nc(C)nc2c1oc1ccccc12	nt	0.1	6	1	17	0.0	0.8	1	33	0	-0.1
Cc1cc(NC(=O)C2=C(O)c3ccccc3S(=O)(=O)N2C)no1	5	0.2	-6	1.1	10	2.2	0.9	1.1	-8	-5	-0.3
COc1ccc(-c2ccc(=O)n(CC(=O)Nc3nnc(C(C)C)s3)n2)cc1OC	nt	2.0	-2	1	8	0.9	0.9	1	-8	-3	0.0
O=c1c2c3c(sc2nc2n1CCCCC2)C(O)CCC3 (stereo unspecified)	-19	0.0	13	0.9	7	1.4	0.9	0.9	-2	-10	0.1
CCNc1ccc2noc3c2c1C(=O)c1ccccc1-3	nt	0.5	0	0.5	36	20*	0.6	0.7	9	0	0.0
CCOC(=O)c1cn(CC)c2ccc(S(=O)(=O)N3CCC(C)CC3)cc2c1=O	-19	-0.4	1	1	4	1.4	1	1	5	-2	-0.1
CN1CCN(S(=O)(=O)c2ccc(SCCOc3ccccc3)nc2)CC1	9	-0.5	3	0.9	16	-0.7	0.8	1	23	-19	-0.5
COCCNC(=O)CSc1nc2ccc(N3CCOCC3)cc2c(=O)n1CCc1ccccc1	nt	-0.9	-33	1.3	39	4.0	0.6	1.1	-3	-7	0.1
O=C1C2C3C=CC(C4CC34)C2C(=O)N1/N=C/c1ccc(-c2ccc([N+](=O)[O-])cc2)o1 (stereo unspecified)	-11	0.5	16	0.8	27	3.1	0.7	1	3	2	-0.1
COc1nc(-c2ccccc2)ncc1S(=O)(=O)c1ccccc1	-7	-0.4	10	1	25	4.0	0.7	0.9	3	11	0.1
Cn1cc(CCC(=O)N2CCCC(C(=O)c3cccc4ccccc34)C2)cn1 (stereo unspecified)	-10	0.2	19	0.8	15	0.7	0.9	0.9	-4	9	-0.2
CC(=O)Nc1cccc(N/C(N)=N/c2nc(C)cc(C)n2)c1	-22	-0.6	-1	1	0	2.4	1	1	-3	-19	-0.2
Cc1cc(C)c[n+](-c2nc3ccccc3nc2[N-]S(=O)(=O)c2cccs2)c1	-15	0.2	-12	1	4	1.0	1	0.9	2	-9	-0.4
Next section
SMILES	S1P3 antag	Redox H2O2 prof	G6PDH CS	PMI act satM6P	Diaphorase inh	RAM inhibit	Diaph act CS	PMI act	Lmaj promast	TLR4-MyD88 BLA	Hsp70 activator
CC(=O)Nc1ccc(OCC(=O)NCCc2ccccc2)cc1	-16	-1.4	13	1	-4	0.5	1	1	1	3	-0.1
NS(=O)(=O)c1cccc(NC(=O)CSc2nc3ccccc3n2-c2ccccc2)c1	12	-0.4	-2	1.5	13	6.2	0.9	1.4	10	-8	-0.1
COc1ccc(CC(=O)OCC(=O)Nc2cccnc2Cl)cc1OC	-6	-1.1	2	1	-8	0.4	1.1	1	-3	0	-0.3
CSc1cccc(NC(=O)/C=C/c2ccccc2)c1	nt	8.0	-5	0.9	24	0.2	0.8	0.9	20	-1	0.2
Cc1ccc(C)c(NC(=S)NC23CN4CN(CN(C4)C2)C3)c1	-26	0.2	7	0.9	18	2.5	0.8	1	-3	3	-0.3
Clc1ccc(-c2cnc3n2CCC3)cc1	nt	3.2	2	1.1	4	1.6	1	1.1	-5	-15	0.1

An excerpt of these results, with values under each structure:
The line under a structure holds: S1P3 antag, Redox H2O2 prof, G6PDH CS, PMI act satM6P, Diaphorase inh, RAM inhibit, Diaph act CS, PMI act, Lmaj promast, TLR4-MyD88 BLA, Hsp70 activator
O=c1c2c3c(sc2nc2n1CCCCC2)C(O)CCC3 (stereo unspecified)
→ -19, 0.0, 13, 0.9, 7, 1.4, 0.9, 0.9, -2, -10, 0.1
CCNc1ccc2noc3c2c1C(=O)c1ccccc1-3
→ nt, 0.5, 0, 0.5, 36, 20*, 0.6, 0.7, 9, 0, 0.0
CCOC(=O)c1cn(CC)c2ccc(S(=O)(=O)N3CCC(C)CC3)cc2c1=O
→ -19, -0.4, 1, 1, 4, 1.4, 1, 1, 5, -2, -0.1
